Compound activity: PubChem BioAssay, The Scripps Research Institute Molecular Screening Center
M1 ag parental: M1 agonist counterscreen hit in parental CHO-K1 cells; actives 0.48% (n = 360,000); AID 602248; Fluo-8 calcium fluorescence; scaled to maximal ATP response, vehicle zero; activation, % at 3 µM; in the data active = activation above about 15%;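 also: untransfected CHO-K1 host cells lacking M1 receptor as counterscreen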
OXTR ag: human OXTR agonism; P30559; CHO-OTR cells, Fluo-8 calcium fluorescence; normalized: DMSO 0%, oxytocin 100%; activation, % at 3 µM; actives 0.32% (n = 320,000); AID 2435;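 active = activation above the mean of all tested compounds plus 3 SD, cutoff set per screening run, cut at about 20% in these data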;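 also: peak over basal fluorescence ratio from a 100 s FLIPR kinetic read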
Target sequence (P30559 whole entry, looked up): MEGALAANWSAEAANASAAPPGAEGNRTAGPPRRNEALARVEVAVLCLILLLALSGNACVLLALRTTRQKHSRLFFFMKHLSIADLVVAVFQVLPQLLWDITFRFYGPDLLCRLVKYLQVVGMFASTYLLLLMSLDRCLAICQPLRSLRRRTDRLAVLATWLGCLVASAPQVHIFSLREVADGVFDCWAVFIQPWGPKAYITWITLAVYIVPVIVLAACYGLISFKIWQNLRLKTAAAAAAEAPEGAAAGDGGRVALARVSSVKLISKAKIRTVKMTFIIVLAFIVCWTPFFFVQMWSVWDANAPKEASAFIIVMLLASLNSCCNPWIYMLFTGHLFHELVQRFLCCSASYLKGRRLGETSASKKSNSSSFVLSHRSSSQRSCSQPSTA
TAAR1 antag: antagonists of human TAAR1 | Q96RJ0 | inhibition, % at 3 µM | AID 624466 | actives 1.5% (n = 360,000) | CHO RD-HGA16 TAAR1, Fluo-8 calcium fluorescence, antagonist;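 active = inhibition above a per-plate cutoff, the mean inhibition of test compounds on that plate plus 3 SD, cut at about 49% in these data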;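 also: 0% = DMSO plus EC80 beta-PEA response and 100% = DMSO alone without agonist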
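Material: RD-HGA16 CHO cells with stable hTAAR1 and Gα16; Dosing: single nominal final test compound concentration of 3 µM; Schedule: seeding 17-24 h prior, 75-min 37 °C, 30-min RT dye loading; Detection: kinetic Fluo-8 calcium fluorescence measurement; Measure: % inhibition from peak post-agonist over basal fluorescence ratio; Benchmarks: vehicle and agonist controls.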
V1R ag counter: V1a receptor agonism, counter-screen for OXTR agonists; CHO-V1R cells, Fluo-8 calcium fluorescence, agonist mode; 0% DMSO, 100% 3 nM vasopressin; P37288; activation, % at 3 µM; actives 0.25% (n = 320,000); AID 2797;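 active = activation above the mean activation of all tested compounds plus 3 SD, per screening run, cut at about 20% in these data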;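 also: signal is peak over basal fluorescence ratio across a 100 second FLIPR read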
Target sequence (P37288 whole entry, looked up): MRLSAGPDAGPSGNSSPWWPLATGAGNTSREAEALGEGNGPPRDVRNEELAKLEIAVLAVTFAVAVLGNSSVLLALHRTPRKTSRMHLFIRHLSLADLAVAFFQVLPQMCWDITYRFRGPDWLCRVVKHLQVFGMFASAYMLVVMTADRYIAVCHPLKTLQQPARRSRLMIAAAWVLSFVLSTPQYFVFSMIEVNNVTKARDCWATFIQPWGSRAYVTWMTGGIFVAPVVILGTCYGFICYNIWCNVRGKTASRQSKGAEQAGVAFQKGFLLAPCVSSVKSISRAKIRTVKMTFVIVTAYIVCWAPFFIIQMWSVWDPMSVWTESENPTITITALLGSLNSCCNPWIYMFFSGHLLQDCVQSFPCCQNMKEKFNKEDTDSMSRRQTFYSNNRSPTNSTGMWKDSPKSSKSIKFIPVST
GPR7 antag: blocks human GPR7 receptor signaling. P48145. GPR7-expressing cells, fluorescence antagonist assay. inhibition, % at 4.4 µM. actives 1.1% (n = 290,000). AID 1861; in the data active = inhibition above about 16%, passing the limit was not always enough;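 also: cells stimulated with the agonist NPW; 0% = agonist with vehicle and 100% = vehicle without agonist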
CHO parental Ca: counter-screen for OX1R antagonists: effect in parental CHO cells; parental CHO-K1, ATP-induced calcium, Fluo-8 fluorescence; inhibition, % at 5.6 µM; actives 0.63% (n = 330,000); AID 463079;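 active = inhibition above that plate's mean sample inhibition plus 3 SD, cut at about 26% in these data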;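 also: 0% = ATP-challenged DMSO wells and 100% = DMSO wells without ATP; some compounds past the cut are filed as inactive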
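Test system: parental CHO cells; detection: calcium-sensitive Fluo-8 fluorescence; evaluation: percent inhibition of calcium signal; also added: ATP as calcium-mobilizing challenge; repeats: one well per compound; control set: ATP-challenged DMSO wells low, unchallenged DMSO wells high; compound: single nominal dose of 5.6 µM per compound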
CHO-K1 Ca antag: M1 antagonist counterscreen hit in parental CHO-K1 cells; ATP-induced calcium, Fluo-8 fluorescence; inhibition, % at 3 µM; actives 0.6% (n = 360,000);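 active = inhibition above a per-plate cutoff, the plate's mean sample inhibition plus 3 SD, cut at about 24% in these data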;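 also: 0% = DMSO plus EC80 ATP and 100% = DMSO alone without ATP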
OXTR potentiate: human OXTR potentiation; CHO-OTR cells, Fluo-8 calcium fluorescence, potentiator mode; 0% = oxytocin EC15, 100% = EC100; activation, % at 3 µM; actives 0.061% (n = 320,000); AID 2445;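 active = activation above that plate's cutoff, the mean activation of tested compounds plus 3 SD, cut at about 6.6% in these data, passing the limit was not always enough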;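 also: 100% uses oxytocin at 75 nM as the full agonist control; some results filed as inactive read as strong as hits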
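Assay system: CHO-OTR cells, human receptor / Also added: oxytocin at about EC15, sub-maximal agonist stimulus / Dosing: single dose, 3.0 µM nominal final compound concentration / Incubation: 6 min pre-incubation, 100 s read / Technique: Fluo-8 calcium dye fluorescence / Read-out: % activation vs EC15 and EC100 oxytocin / Benchmarks: EC15 oxytocin low, 75 nM oxytocin high / Replicates: singlicate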
CHO-K1 Ca PAM: counter-screen for M1 PAMs: effect in parental CHO-K1 cells; ATP EC20, Fluo-8 calcium fluorescence; 0% at ATP EC20, 100% at ATP max; activation, % at 3 µM; actives 0.02% (n = 360,000); AID 602247;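 active = activation above the run cutoff, the mean activation of all test compounds plus 3 SD, cut at about 40% in these data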;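 also: peak over basal fluorescence ratio in a 140 s read after ATP addition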
* hit, by the source's call; nt = not tested or not shown.

smiles	M1 ag parental	OXTR ag	TAAR1 antag	V1R ag counter	GPR7 antag	CHO parental Ca	CHO-K1 Ca antag	OXTR potentiate	CHO-K1 Ca PAM
CCSP1(=S)N=C(N2CCOCC2)C(C#N)=C2CCCN21 (centres undefined)	0.0	-0.5	4	-0.5	-7	-8	-5	-9	11
C[C@]12CCC(=O)C=C1C=CC1C2CC[C@]2(C)C(=O)CCC12 (some centres undefined)	0.4	4.6	0	0.5	nt	-9	-2	-3	-11
COc1ccc(NC(=O)c2cn(CCC#N)nc2-c2cccc(Br)c2)cc1	1.1	1.9	-28	0.8	-6	-19	0	-2	12
CN1CCN(c2nc([N+](=O)[O-])nn2C)CC1	0.0	0.4	6	0.2	-6	-8	-1	2	13
COc1ccc(C2SCC(=O)Nc3c2c(C)nn3-c2ccccc2)cc1 (centres undefined)	0.2	0.9	-20	-0.5	-7	-6	-8	-3	9
CN(C)C1=NP(N(C)C)(N(C)C)=NC(c2ccccc2)=N1	0.0	-1.2	-3	0.8	-4	-9	-9	-10	15
Cc1nccn1Cc1ccc(Cl)nc1	0.9	0.7	-21	0.0	-9	1	-12	0	-6
O=C(COC(=O)Cc1ccccc1)Nc1nnc(-c2ccccc2)o1	0.6	0.1	-32	-0.1	nt	-5	-9	-6	13
Cc1cc(NC(=O)COC(=O)c2c(C)nn(Cc3ccccc3Cl)c2Cl)no1	0.0	-0.1	5	0.1	-12	-1	-11	-6	-4
O=C1NC(=O)C(=Cc2ccc(OCCOc3ccc([N+](=O)[O-])cc3)cc2)C(=O)N1	0.9	-0.8	2	0.5	10	5	8	-9	-9
CCCCCCn1c(O)c(C=Nc2c(C)n(C)n(-c3ccccc3)c2=O)c(=O)[nH]c1=O	-0.4	-2.2	-24	-0.1	-20	-20	6	-1	-4
N#Cc1ccc2nc(-c3ccc(CN4CCC(n5c(=O)[nH]c6ccccc65)CC4)cc3)c(-c3ccccc3)nc2c1	3.7	nt	61*	nt	nt	nt	23	nt	-3
CNC(C(=O)c1ccccc1)C(OC)c1cccc([N+](=O)[O-])c1 (centres undefined)	0.1	-0.4	-1	0.4	-2	-32	-13	-5	20
CN1CCN(c2c[nH]c(=O)[nH]c2=O)CC1	3.6	0.4	-7	0.2	-2	4	-8	-7	22
CCc1ccccc1NC(=O)CSc1nnc([C@@H](N)Cc2c[nH]c3ccccc23)o1	1.0	0.9	0	0.2	2	-15	-6	-5	3
CCC1CCCCN1CC(=O)c1ccc(OC(F)F)cc1 (centres undefined)	0.0	1.5	-5	0.3	3	-4	14	12	-6
Cc1ccc(-n2c(O)c(/C=N/N3CCCCC3c3cccnc3)c(=O)[nH]c2=S)cc1 (centres undefined)	0.1	1.0	-9	0.2	-8	-24	8	4	-9
Cc1ccsc1C(=O)C1CCCN(Cc2cc3ccccc3o2)C1 (centres undefined)	2.0	-1.3	-16	-1.5	-22	-41	-5	-2	12
CC1CN1P(=S)(c1ccccc1)N1CC1C (centres undefined)	1.5	nt	15	nt	nt	nt	-8	nt	15
CCOC(=O)CC1=C(C(=O)OCC)C2(C(=O)N1)C(C(=O)OC)=C(N)Oc1ccccc12 (centres undefined)	0.0	-0.5	-3	-0.6	-15	-1	9	-1	15
COc1cc(/C=C/c2nc3ccccc3c(=O)n2-c2ccc(O)cc2)ccc1O	9.7	3.1	67*	1.8	1	0	8	-8	0
Cc1c(C(c2ccc(O)cc2)c2c(O)c3ccccc3oc2=O)c(=O)n(-c2ccccc2)n1C (centres undefined)	0.1	0.0	-6	-0.2	-3	-1	-4	3	17
COc1ccccc1OCCCn1cc(C(C)=O)c2ccccc21	9.1	5.2	6	6.1	3	-17	7	-7	-12
COc1ccc(-n2c(Cc3ccccc3)nc3ccccc3c2=O)cc1	0.2	-1.9	-12	-1.2	-8	-9	-4	-5	15
S=C(NCCc1ccccc1)N1Cc2ccc(Br)cc2-n2nncc2C1	1.1	nt	34	nt	nt	nt	5	nt	-2
CCC[N+]12CCC(CC1)C(C(O)(c1ccccc1)c1ccccc1)C2 (centres undefined)	-0.2	0.3	-27	0.8	-6	-14	-7	-1	4
CCn1cc(C(=O)N2CCC3(CC2)OCCO3)c(=O)c2cc(S(=O)(=O)N3CCCC3)ccc21	0.6	-1.2	-3	0.3	-9	-15	1	-2	14
O=c1[nH]c(O)c(C=Nc2cccc(F)c2)c(=O)[nH]1	1.0	0.4	1	1.0	-12	-17	-4	-4	4
CN1CCN(Cc2cc(C(C)(C)C)c(O)c(C(C)(C)C)c2)CC1	0.3	-1.2	-11	1.3	-8	-16	-5	-2	4
COC(=O)C1=C(c2ccc(C(C)=O)cc2)C[C@@H]2CC[C@H]1N2C(=O)NCCO	-0.1	1.6	18	1.5	nt	-5	-5	-1	0

Pulled by structure from the list above:
smiles	M1 ag parental	OXTR ag	TAAR1 antag	V1R ag counter	GPR7 antag	CHO parental Ca	CHO-K1 Ca antag	OXTR potentiate	CHO-K1 Ca PAM
CCC1CCCCN1CC(=O)c1ccc(OC(F)F)cc1 (centres undefined)	0.0	1.5	-5	0.3	3	-4	14	12	-6
COc1ccc(C2SCC(=O)Nc3c2c(C)nn3-c2ccccc2)cc1 (centres undefined)	0.2	0.9	-20	-0.5	-7	-6	-8	-3	9

(continued)
smiles	M1 ag parental	OXTR ag	TAAR1 antag	V1R ag counter	GPR7 antag	CHO parental Ca	CHO-K1 Ca antag	OXTR potentiate	CHO-K1 Ca PAM
COc1ccc(CC2C(=O)NC(=O)N(c3ccccc3)C2=O)c(OC)c1 (centres undefined)	-0.1	-0.3	0	0.5	-11	-11	-15	-1	2
CCCOc1ccc(C(C)=O)cc1Cc1c(O)[nH]c(=S)[nH]c1=O	1.3	0.3	3	1.6	-6	11	-14	-10	26
CC/C(=N\N1CCCCC1)c1c(O)[nH]c(=O)[nH]c1=O	0.2	-1.3	-13	0.6	-19	-4	-8	-7	-4
OC1/C(=C/c2ccc(C(F)(F)F)cc2)N2CCC1CC2 (centres undefined)	1.0	-1.6	-8	-1.0	-19	-1	-11	0	17
O=C1c2cccc(N3CCNCC3)c2C2CCCCN12 (centres undefined)	-0.2	nt	-20	nt	nt	nt	-1	nt	11
O=c1[nH]c(=S)n(C2CC2)c(O)c1C=NCc1cccnc1	nt	1.4	nt	-1.7	-8	-13	nt	-5	nt
COc1ccc(CCNC(=O)c2c(N)n(CCN3CCOCC3)c3nc4ccccc4nc23)cc1OC	4.5	6.7	11	2.5	-1	1	1	-14	-3
COc1ccc(C(CC(C)=O)c2c(O)c3ccccc3oc2=O)cc1OC (centres undefined)	0.4	nt	-11	nt	nt	nt	-8	nt	9
Cc1nc2cc(C(=O)N3CCC4(CC3)OCCO4)ccc2n1-c1cccc(F)c1	0.6	-0.2	6	-0.1	0	-21	-11	-9	13
CC1CN=C(Nc2ccc(F)cc2)S1 (centres undefined)	8.6	0.4	-3	-0.6	-10	4	-8	-2	8
CCOC(=O)c1c(-n2c(C)cc(C=C3C(=O)NC(=O)NC3=O)c2C)sc2c1CCCC2	0.5	-2.5	35	-1.6	-8	-19	-3	-4	14
OCC1CN1C1CCCCC1 (centres undefined)	0.3	nt	-11	nt	nt	nt	-11	nt	-8
CCN1CCN(C(=O)COc2cc(=O)n(CC)c3ccccc23)CC1	-0.1	1.2	-1	0.8	15	-8	10	1	-7
CN1CCN(c2ccc([N+](=O)[O-])c3cccnc23)CC1	-0.4	0.3	2	0.4	12	-16	22	-13	-9
C/C=C1/CC(C)C(C)(O)C(=O)OCC2CCN3CCC(OC1=O)C23 (centres undefined)	nt	0.6	-19	-0.3	-6	-6	nt	-3	nt
C=C1C(=O)O[C@@H]2C[C@@H](C)[C@@H]3C=CC(=O)[C@@]3(C)[C@@H](OC(=O)CC(=O)O[C@H]3[C@@H]4C(=C)C(=O)O[C@@H]4C[C@@H](C)[C@@H]4C=CC(=O)[C@]43C)[C@H]12	0.4	-1.1	29	0.1	nt	-13	8	-8	-9
Cc1c(NS(=O)(=O)c2ccccc2)ccc([N+](=O)[O-])c1Cl	9.6	nt	-21	nt	nt	nt	-5	nt	-13
COP(=O)(OC)C(NC(=O)/C=C/c1ccccc1)C(Cl)(Cl)Cl (centres undefined)	-0.3	-1.6	-22	-0.4	-14	-19	4	1	8
C#CCN1CCN(c2cccc(C(F)(F)F)c2)CC1	0.8	-0.6	-17	0.4	-5	-4	-15	-3	12
Clc1cccc(Cl)c1C1N2CCCN12 (centres undefined)	0.4	2.8	-9	0.9	-19	7	-13	-8	17
CC(=O)O[C@@H]1CC[C@]2(C)C3CC[C@]4(C)C(=O)[C@H](O)CC4C3[C@@H](OC(C)=O)C[C@H]2C1 (some centres undefined)	1.7	-0.4	-5	-0.1	nt	0	-16	-3	24
Cn1c(O)c(C=NCCN2CCN(C(=O)Nc3ccccc3)CC2)c(=O)n(C)c1=O	1.7	-0.2	-16	0.9	-9	-7	-11	-3	25
Clc1ccc(CO/N=C(\Cn2ccnc2)c2ccc(Cl)cc2Cl)c(Cl)c1	nt	0.2	nt	2.9	nt	14	nt	-8	nt
Cc1ccc(/C=C2\C(=O)NC(=O)N(CC3CCCO3)C2=O)s1 (centres undefined)	1.5	-0.2	-13	1.3	1	-1	-9	-5	22
O=c1c2ccccc2nc(/C=C/c2ccc3c(c2)OCO3)n1-c1cccc(O)c1	-0.1	0.2	-1	0.3	-4	-14	26*	-5	-14
COC(=O)C1=C(c2ccc(S(C)(=O)=O)cc2)C[C@@H]2CC[C@H]1N2C(=O)N1CCCC1	-0.1	1.2	-3	0.4	nt	2	-7	-5	-10
COc1ccc(-n2c(-c3ccco3)nc3ccccc3c2=O)cc1	2.3	-0.9	1	0.5	-12	-17	-6	-6	27
O=C(O)C(O)(c1ccc(Cl)cc1)C1(O)CCCC1 (centres undefined)	0.2	nt	-2	nt	nt	nt	4	nt	-7
CC(=O)OC12COC1CC(O)C1(C)C(=O)C(O)C3=C(C)C(O)CC(O)(C(OC(=O)c4ccccc4)C21)C3(C)C (centres undefined)	1.1	nt	-31	nt	nt	nt	-10	nt	-4
COc1cc(OC)c(OC)cc1C=O	0.7	1.6	-13	0.7	nt	-2	-3	0	14
O=[N+]([O-])c1cccc(CN2CCN(Cc3ccc(Cl)cc3)CC2)c1	0.5	-2.6	2	-1.3	-2	4	-14	-15	25
CC(C)(C)c1nc(N2CCN(C(=O)c3ccco3)CC2)c2nnn(Cc3ccccc3Cl)c2n1	0.1	-0.1	nt	1.3	-7	-36	7	-7	6

This is a subset; count on the stated rates, not on these rows.
